# AddAB inh = growth inhibition of E. coli expressing H. pylori AddAB, primary screen, AddAB inhibitor project, absorbance; 330,000 compounds, 0.29% hits; inhibition, % at 11.9 µM; AID 435030, 2010; in the data active = inhibition above about 12%;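 note: 0% = vehicle wells of infected cells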
# MITF TRPM1 HTS = activators of MITF-driven TRPM1 promoter reporter, primary screen, cell-based, SK-MEL-5, luciferase, single point; SK-MEL-5 TRPM1-promoter luciferase, 24 h; % of positive control, neutral wells = 0; activation, % at 12.5 µM; 300,000 compounds, 0.75% hits; AID 588334, 2011;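 active = mean activation of at least 80% with every replicate also reaching 80%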;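 note: 0% = neutral control wells and 100% = parthenolide positive control wells; values of inactives mirror those of a sister screen read the other way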
# Wnt bcat act = Wnt/beta-catenin pathway activators, primary screen, cell-based, plate reader, single point | Wnt/beta-catenin reporter cell assay, activator | activation, % at 9.35 µM | 300,000 compounds, 1.2% hits | AID 743398, 2014; in the data active = activation above about 30%, passing the limit was not always enough;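 note: 0% = neutral control wells and 100% = positive control wells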
# Tat transport = E. coli Tat export inhibitors, primary screen, MC4100, TorA-mCherry reporter, fluorescence, single point | inhibition, % at 10 µM | 340,000 compounds, 0.036% hits;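 active = mean replicate inhibition at least 50% and at least half of replicates individually reaching 50%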;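 note: exported cargo escapes ClpAP degradation while cytoplasmic cargo is degraded and loses fluorescence; 0% = median of neutral control wells and 100% = median of NaSCN control wells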
# SR-BI DiI inh = inhibitors of SR-BI mediated HDL lipid uptake, primary screen, ldlA[mSR-BI] cells, fluorescence, single point; Scavenger receptor class B member 1 (Mus musculus), Q61009; ldlA[mSR-BI] CHO cells, DiI-HDL uptake fluorescence, 3 h; inhibition, % at 12.5 µM; 320,000 compounds, 0.96% hits; AID 488896, 2010;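 active = mean replicate inhibition of at least 70% and a set share of replicates each scoring 70 or more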;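 note: 0% = median of neutral control wells and 100% = median of positive control wells; values of inactives mirror those of a sister screen read the other way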
# Target sequence (Q61009 whole entry, looked up): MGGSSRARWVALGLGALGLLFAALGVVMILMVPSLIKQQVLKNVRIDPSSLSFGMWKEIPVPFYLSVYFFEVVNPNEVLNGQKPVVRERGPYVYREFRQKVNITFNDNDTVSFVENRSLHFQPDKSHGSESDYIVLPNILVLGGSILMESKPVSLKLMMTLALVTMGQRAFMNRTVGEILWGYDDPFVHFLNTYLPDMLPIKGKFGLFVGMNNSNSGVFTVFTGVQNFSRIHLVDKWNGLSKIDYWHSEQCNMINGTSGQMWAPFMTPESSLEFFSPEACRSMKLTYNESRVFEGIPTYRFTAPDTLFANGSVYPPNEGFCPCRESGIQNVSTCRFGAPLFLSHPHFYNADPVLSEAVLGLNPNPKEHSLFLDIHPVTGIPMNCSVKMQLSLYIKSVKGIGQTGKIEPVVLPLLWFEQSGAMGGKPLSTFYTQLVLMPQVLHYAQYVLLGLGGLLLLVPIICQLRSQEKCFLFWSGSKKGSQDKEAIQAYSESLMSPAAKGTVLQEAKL
# CAL PDZ FP-1 = CAL PDZ peptide-binding inhibitors, primary screen, biochemical, fluorescence polarization, Cer-tagged CAL PDZ, HTS; Golgi-associated PDZ and coiled-coil motif-containing protein (Homo sapiens), Q9HD26; purified CAL PDZ, TMR-peptide fluorescence polarization, 1 h; inhibition, % at 20 µM; 330,000 compounds, 0.02% hits; AID 504414, 2011;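 active = highest replicate inhibition of at least 40%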;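 note: plate controls were DMSO neutral control wells for no effect and unlabeled competitor peptide control wells for full effect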
#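 Control set: unlabelled peptide and DMSO controls / Material: purified CerCALP PDZ construct / Timing: 1 h incubation at room temperature before polarization reading / Doses: 20 µM, one dose / Detection: fluorescence polarization (mP)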
# E coli growth = E. coli V3065 growth inhibition, primary screen, counter-screen for AddAB inhibitor project, absorbance, OD600. 18 h. inhibition, % at 11.9 µM. 330,000 compounds, 0.27% hits. AID 449728, 2010;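 active = inhibition above the campaign's mean inhibition across all tested compounds plus 3 SD, cut at about 9.9% in these data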;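 note: uninfected addAB+ strain grown without phage in ampicillin broth; 0% = DMSO wells and 100% = ciprofloxacin 0.95 µg/ml wells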
# CAL PDZ FP-2 = untagged CAL PDZ binding inhibitors, primary screen, biochemical, fluorescence polarization, HTS; purified CAL PDZ, TMR-peptide fluorescence polarization, 1 h; inhibition, % at 24.9 µM; 300,000 compounds, 0.92% hits; AID 602252, 2012;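 active = mean inhibition of at least 30% with at least half of replicates also reaching 30%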;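 note: 0% = DMSO neutral control and 100% = excess unlabeled competitor peptide PRC23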
# SR-BI uptake up = activators of SR-BI mediated DiI-HDL uptake, primary screen, ldlA[mSR-BI] CHO cells, DiI fluorescence | 320,000 compounds, 0.096% hits | 3 h; 100 = double the neutral-control signal | AID 504775, 2011 | activation, % at 12.5 µM;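 active = mean replicate activation of at least 60% and every replicate at or above 60%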;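 note: 0% = median plate neutral-control signal and 100% = twice that signal; values of inactives mirror those of a sister screen read the other way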
#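 system = CHO ldlA[mSR-BI] cells, LDL receptor-null, SR-BI overexpressing | medium = Ham's F12 with 0.5% BSA, HEPES 25 mM, pH 7.4 | probe or stimulus = DiI-HDL 10 µg/mL | compound dosing = single-point compound dose | incubation = compound exposure 3 h, 37 °C | technique = DiI fluorescence, bottom read | read-out = cell-associated DiI fluorescence as measure of HDL uptake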
# phage Ecoli inh = growth loss of phage-infected E. coli, primary screen, RecBCD inhibitor project, absorbance, with phage, HTS; inhibition, % at 11.9 µM; AID 651602, 2012; 360,000 compounds, 0.26% hits; in the data active = inhibition above about 11%
# Numbers without * were called inactive; · = no result given.
SMILES,AddAB inh,MITF TRPM1 HTS,Wnt bcat act,Tat transport,SR-BI DiI inh,CAL PDZ FP-1,E coli growth,CAL PDZ FP-2,SR-BI uptake up,phage Ecoli inh
Cc1cc(NC(=O)COC(=O)CCS(=O)(=O)c2ccc(C)c(C)c2)no1,2.9,10,-2,6,·,-1.8,1.4,-3,·,0.2
COc1cc(C(=O)OCc2cc3ccccc3[nH]c2=O)cc(OC)c1OC,2.9,-4,·,-3,11,0.1,1.4,-2,-11,2.7
CN1CCC(CN)(N2CCN(c3ccccc3)CC2)CC1,2.4,5,3,4,·,·,0.5,-10,·,-0.1
C/C(=N/NC(=O)c1nnn(-c2nonc2N)c1COc1ccccc1)c1ccc(O)cc1,2.0,13,1,-7,-12,-0.4,-1.8,·,12,-1.4
CC(Oc1ccc(Cl)cc1Cl)C(=O)Nc1ncccn1 (centres undefined),0.6,24,·,6,-18,-1.7,-0.4,·,18,2.7
Cc1ccc(C)c(OCCn2nnc3ccccc32)c1,2.3,·,0,6,-2,0.0,-1.7,-2,2,0.8
Cc1c(O)ccc(/C=N/Nc2ncccc2[N+](=O)[O-])c1O,-4.3,·,19,14,-6,0.5,-7.3,-8,6,-4.4
Cc1nn2c(=O)cc(CSc3ccccc3NC(=O)c3ccccc3)nc2s1,3.4,13,-1,-9,-14,-0.7,-2.9,4,14,3.5
CCOc1cc(C(=O)Nc2cc(C(=O)OC)ccc2C)ccc1OCC(=O)N1CCOCC1,2.5,10,-3,-1,73*,-1.7,-1.1,-4,-73,0.5
O=S1(=O)N=C(N(Cc2cccs2)c2ccc(O)cc2)c2ccccc21,0.3,14,-2,-2,6,-1.5,2.8,·,-6,3.7
CN1CCCN(C(=O)c2cccc(Cl)c2)CC1,4.5,0,-2,4,-18,-0.4,1.2,-1,18,3.2
Cc1cc(NC(=O)CSc2nnc(-c3ccccc3)n2Cc2ccco2)no1,1.6,2,-6,-8,8,0.2,-0.7,-2,-8,3.5
COc1ccc(NC(=O)NC[C@@H]2CC[C@@H](Cc3ccc(-c4ccccc4)cc3)O2)cc1,1.9,25,14,3,42,0.0,-0.5,-3,-42,1.8
O=C(/C(C=Nc1cc2c(oc1=O)CCCC2=O)=C(\O)c1ccccc1)c1ccccc1,-4.7,15,9,-2,-13,-2.1,-2.9,·,13,-0.7
CNC(=S)NNc1ccccc1[N+](=O)[O-],-0.7,-13,0,14,3,-0.1,-2.0,-4,-3,-1.1
CC(CN(C)Cc1ccccc1)OC(=O)c1cccc(F)c1 (centres undefined),0.5,-2,-6,7,-69,-0.1,-1.8,2,69*,3.0
COc1ccc(N/C=C/C(=O)C(C)(C)C)cc1,1.3,-3,2,-9,5,-1.7,-3.3,1,-5,3.6
CCCCN(c1ccccc1)S(=O)(=O)N(C)C,3.3,7,-2,16,-5,-1.6,2.8,2,5,2.3
Cc1nn(CC(=O)NCCN2CCCCC2C)c(=O)c2cc(-c3ccccc3)nn12 (centres undefined),2.7,30,-1,-3,-1,-0.2,-1.8,0,1,1.5
CCC(=O)Nc1ccc(Nc2nc(C)c([N+](=O)[O-])c(Nc3ccc(NC(=O)CC)cc3)n2)cc1,-0.3,-13,-2,4,39,-0.9,-2.7,-4,-39,4.0
Nn1c(SCC(=O)N2CCOCC2)nnc1-c1ccc(Cl)cc1Cl,3.8,·,-1,-13,-11,-2.7,-0.9,-2,11,2.7
CCOC(=O)C1CCN(CCC(=O)Nc2cccc(Cl)c2C)CC1,-1.4,9,·,1,-1,-2.5,-0.7,-2,1,0.7
COc1cc(C(=O)O)ccc1Cl,1.7,15,-2,2,-27,0.9,-2.0,-3,27,-1.4
COc1ccc(Cc2nnc(SCC(=O)Nc3ccc(C)cc3C)[nH]c2=O)cc1,3.5,6,·,-7,-1,-2.7,0.2,-5,1,2.4
C=CCn1c(-c2cccnc2Cl)nc2cc(Cl)c(Cl)cc21,1.3,6,·,7,17,-1.0,1.2,·,-17,0.6
COc1ccc(CNC(=O)[C@H](NC(=O)C2CCN(C(=O)[C@@H](N)CCSC)CC2)C(C)C)cc1,1.7,-3,-1,6,-8,0.4,0.2,-2,8,2.0
COc1ccc([N+](=O)[O-])cc1NC(=O)COC(C)=O,0.2,7,0,-4,0,-5.1,-1.9,-4,0,-0.8
Cc1nnc(N2C(=O)C(O)=C(C(=O)c3ccco3)C2c2cccc([N+](=O)[O-])c2)s1 (centres undefined),0.3,2,0,7,0,-0.4,-0.8,-3,0,-0.2
COc1ccc(N(CC(=O)Nc2cccc(C(F)(F)F)c2)S(=O)(=O)c2c(C)[nH]c(=O)[nH]c2=O)cc1,4.4,3,5,-18,0,-2.0,1.0,-1,0,1.8
CCOC(=O)c1sc(=NC(=O)COc2ccc(Cl)cc2)n(C)c1C,4.2,1,1,-1,39,-0.1,-1.0,-1,-39,1.2
COc1ccc(-c2nc(CN3CCC(C(=O)NCC4CCCO4)CC3)c(C)o2)cc1OC (centres undefined),1.4,16,-3,7,-4,-3.9,-0.6,-2,4,-0.6
CC(C)c1cc(N2CCC(=O)NC2=O)cc(C(=O)O)c1O,1.9,1,-5,9,-1,-0.5,2.0,0,1,3.2
O=C(O)C1CCCN(S(=O)(=O)c2ccc(Br)s2)C1 (centres undefined),-0.8,-7,0,7,-2,-1.7,-0.2,7,2,0.8
COCCCn1c(=O)c2sccc2n2c(CCCC(=O)NCc3cccc(OC)c3)nnc12,-0.3,1,2,-5,0,-1.5,-0.1,47*,0,1.7
COc1cccc(-c2nc3sc4c(c3c(=O)[nH]2)CCCCC4)c1,-1.7,114*,·,12,9,1.4,0.7,-1,-9,2.3
COc1ccc(CCNS(=O)(=O)c2cn(C)c(=O)n(C)c2=O)cc1OC,-0.2,·,-2,1,-15,0.3,-2.3,·,15,4.5
CCC(C)N(C(=O)c1csnn1)C(C(=O)NC1CCCC1)c1ccccc1F (centres undefined),4.4,-8,0,3,-1,-2.1,-1.8,1,1,1.3
Cc1nc(C(C)NC(=O)c2ccc(OC3CCN(Cc4ccccn4)CC3)cc2)c(C)s1 (centres undefined),3.4,-2,-2,-9,6,-2.4,-0.4,-2,-6,0.3
CN(Cc1ccccc1)C(=O)c1cccc(NC(=O)C2CCCN(C(=O)OC(C)(C)C)C2)c1 (centres undefined),1.8,-5,-7,-10,61,0.0,-1.8,-2,-61,0.4
Cc1c(O)c2ccccc2n(-c2ccccc2)c1=O,1.8,-5,0,1,-13,0.3,0.0,-5,13,-0.1
CCOC(=O)CC(=O)CSc1nc(C)nc2c1oc1ccccc12,0.0,11,·,2,-3,-1.4,-2.8,-2,3,1.8
COc1ccccc1-c1nc(N)n[nH]1,3.4,-15,-1,0,-5,0.3,1.6,·,5,4.4
CCCCn1c(N)c(N(CCOC)C(=O)c2cc(-c3ccc(F)cc3)nc3ccccc23)c(=O)[nH]c1=O,3.8,-14,-3,8,-37,-2.0,1.1,0,37,2.3
Cc1ccsc1C(=O)NNC(=O)C1CCCCC1C(=O)O (centres undefined),1.4,-7,·,-1,-4,-0.5,1.4,-6,4,1.1
CCc1cccc2c(C(=S)N3CCCC3)c[nH]c12,3.5,-1,·,6,-11,-1.7,3.6,-6,11,3.9
CC1CCC/C(=C\Nc2ccc3c(c2)OCO3)C1=O (centres undefined),1.6,28,-1,-8,-12,-0.4,-1.7,-3,12,2.2
CCN(CC)c1ccc(C=NCCc2ccc(S(N)(=O)=O)cc2)cc1,1.5,0,1,0,-1,-0.4,0.5,1,1,3.7
COc1cc2ccccc2cc1C(=O)N(CCN(C)C)c1nc2ccc(Br)cc2s1,0.3,12,-7,4,32,-1.1,-1.6,·,-32,-1.4
Cn1c(=O)n(CC(=O)OCc2ccccc2)c(=O)c2c1nc1n2CCCN1C1CCCCC1,3.6,-7,·,2,-16,-0.3,-1.6,-1,16,-0.7
CC(Oc1ccccc1)C(=O)NC1=NCCS1 (centres undefined),1.1,39,11,-5,-23,-1.3,2.2,-3,23,3.4

# A different layout for some results above:
CC1CCC/C(=C\Nc2ccc3c(c2)OCO3)C1=O (centres undefined)
  AddAB inh: 1.6 | MITF TRPM1 HTS: 28 | Wnt bcat act: -1 | Tat transport: -8 | SR-BI DiI inh: -12 | CAL PDZ FP-1: -0.4 | E coli growth: -1.7 | CAL PDZ FP-2: -3 | SR-BI uptake up: 12 | phage Ecoli inh: 2.2

CCN(CC)c1ccc(C=NCCc2ccc(S(N)(=O)=O)cc2)cc1
  AddAB inh: 1.5 | MITF TRPM1 HTS: 0 | Wnt bcat act: 1 | Tat transport: 0 | SR-BI DiI inh: -1 | CAL PDZ FP-1: -0.4 | E coli growth: 0.5 | CAL PDZ FP-2: 1 | SR-BI uptake up: 1 | phage Ecoli inh: 3.7

# Following part
SMILES,AddAB inh,MITF TRPM1 HTS,Wnt bcat act,Tat transport,SR-BI DiI inh,CAL PDZ FP-1,E coli growth,CAL PDZ FP-2,SR-BI uptake up,phage Ecoli inh
O=C(NC1CCCCCCC1)c1c(Cl)cccc1Cl,1.3,·,-3,0,1,-1.2,1.1,20,-1,0.8
O=C(N/N=C/c1ccc(OC(F)F)cc1)C1=COCCO1,1.0,25,9,1,1,-2.4,2.0,-2,-1,2.6
CCCNC(=S)NC1CC2CCCC(C1)N2CC(C)C (centres undefined),0.4,6,-3,8,-30,-2.7,-0.2,0,30,3.4
O=C(Oc1cccc(OC(=O)c2ccco2)c1)c1ccco1,·,·,1,-18,22,-2.2,·,-14,-22,0.4
O=C1C(O)CCN1C1CCCCC1 (centres undefined),·,-4,4,2,-20,-0.1,·,·,20,3.0
O=C(NC1CC1)c1ccc2snnc2c1,2.2,3,0,7,-24,-2.5,-1.8,-4,24,2.6
COc1cc(/C=N/Nc2nc(C)cc(=O)[nH]2)ccc1O,0.0,-8,2,-3,-11,0.4,0.6,3,11,1.4
O=C(CSc1ccccc1)NNC(=O)c1ccccc1O,8.5,-3,4,5,44,-3.5,4.8,0,-44,5.6
CCN(C(=O)Cc1ccc(Br)cc1)C1CCCCC1,1.6,4,·,2,21,-0.8,-2.0,0,-21,1.4
COC(=O)c1c(C)[nH]c(/C=N/Nc2ccccc2)c1C,1.5,·,16,-8,26,-1.1,1.0,·,-26,2.7
O=C(CN(Cc1ccc(F)cc1)S(=O)(=O)c1ccccc1)N1CCCCC1,-2.2,-3,·,-3,-16,0.7,0.8,-4,16,1.5
COC(=O)c1ccc(S(=O)(=O)N(Cc2ccccc2)Cc2ccccc2)n1C,0.3,-6,-1,-12,-9,-1.4,-0.2,-7,9,0.5
O=C(CNC(=O)c1cccs1)NCC(=O)OCC(=O)c1ccccc1,2.9,5,4,-6,·,-3.0,0.9,-2,·,1.5

# Source: PubChem
